# Assay outcomes (PubChem)
# STAT3 act – activators of IL-6 induced STAT3 signaling; U3A cells, IL-6 STAT3-luciferase reporter, luminescence; 100% = signal with IL-6 EC80 alone; activation (% of control), % at 5.6 µM; actives 0.91% (n = 190,000); AID 871;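 active means activation above the screen-wide mean of compound activation plus 3 SD, cut at about 130% in these data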;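 further: 0% = background luminescence of wells with medium and substrate only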
#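 Test system: Human STAT1-deficient U3A cells with stable STAT3-luciferase reporter | Also added: Interleukin-6, 33 ng/mL | Timing: Compound pre-incubation 1 h before IL-6, then 6 h stimulation at 37 °C | Technique: Luciferase reporter luminescence | Read-out: Percent of IL-6-only median luminescence | Benchmarks: IL-6-only wells as 100% reference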
# FLuc inhib CS – Photinus pyralis luciferase inhibition counter-screen; ATPLite firefly luciferase biochemical luminescence, 10 min; inhibition, % at 10 µM; actives 1.5% (n = 200,000); AID 1006; P08659;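 active means inhibition above about 50% when tested at 10 µM, limit read from the data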
# Target sequence (P08659 whole entry, looked up): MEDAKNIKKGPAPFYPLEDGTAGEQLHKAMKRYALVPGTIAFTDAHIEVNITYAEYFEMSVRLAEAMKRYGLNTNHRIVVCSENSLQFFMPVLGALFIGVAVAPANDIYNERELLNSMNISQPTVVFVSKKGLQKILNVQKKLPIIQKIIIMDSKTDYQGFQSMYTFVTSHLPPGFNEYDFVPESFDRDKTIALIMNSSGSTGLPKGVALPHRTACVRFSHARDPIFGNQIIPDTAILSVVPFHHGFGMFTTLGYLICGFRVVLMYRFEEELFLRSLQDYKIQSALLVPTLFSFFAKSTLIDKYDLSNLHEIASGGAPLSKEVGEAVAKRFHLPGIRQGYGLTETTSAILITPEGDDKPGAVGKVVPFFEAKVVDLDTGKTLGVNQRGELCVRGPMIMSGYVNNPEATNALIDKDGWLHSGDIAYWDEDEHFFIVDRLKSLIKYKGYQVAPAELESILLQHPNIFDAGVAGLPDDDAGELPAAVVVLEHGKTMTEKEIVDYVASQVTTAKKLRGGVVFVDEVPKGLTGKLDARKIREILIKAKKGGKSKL
# NF-kB expr up – NF-kB expression increase, human neuronal cells; NF-kB reporter expression; stronger effect = higher value; fold change at 12.5 µM; actives 1.6% (n = 190,000); in the data active means fold change above about 3.3
# STAT1 inh – inhibitors of IFN-gamma induced STAT1 signaling; NIH 3T3 STAT1-luciferase reporter, luminescence; AID 920; inhibition, % at 5.5 µM; actives 0.35% (n = 200,000);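 active means inhibition above a set limit, the mean inhibition across all tested compounds plus 3 SD, cut at about 34% in these data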;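 further: 0% = IFN-gamma with DMSO and 100% = IFN-gamma with 300 µM nifuroxazide; values of inactives mirror those of a sister screen read the other way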
# Hsp70 act – Hsp70 transcriptional activation, primary screen. HeLa Hsp70 promoter luciferase reporter, luminescence; scaled: vehicle 0, proteasome-inhibitor control 100%. activation, % at 10 µM. actives 0.04% (n = 200,000);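 active means activation above the mean across all tested compounds plus 3 SD, cutoff set per campaign, cut at about 5.5% in these data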;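 further: 100% = MG132 at 30 µM as the positive control and 0% = DMSO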
# STAT3 blocker – reduces IL-6 driven STAT3 reporter signal; U3A cells, IL-6 STAT3-luciferase reporter, luminescence; host cell line lacks STAT1; inhibition, % at 5.5 µM; actives 0.89% (n = 190,000); AID 862;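 active means inhibition above the mean inhibition across all screened compounds plus 3 SD, cut at about 44% in these data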;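 further: 0% = DMSO only wells and 100% = 100 µM nifuroxazide control wells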
# APP 5'UTR act – APP 5'UTR luciferase reporter activation | AID 1276 | activation, % at 2 µM | SH-SY5Y APP 5'UTR luciferase reporter, luminescence; zero percent = DMSO vehicle wells | actives 1% (n = 190,000);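 active means activation above a set limit, based on mean plus 3 SD of controls, cut at about 140% in these data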; further: values of inactives mirror those of a sister screen read the other way
# APP 5UTR inh – APP translation inhibition; SH-SY5Y APP 5'UTR-luciferase reporter, luminescence; actives 0.82% (n = 190,000); inhibition, % at 2 µM;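 active means inhibition above a set limit, derived from the sample mean plus 3 SD, cut at about 45% in these data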; further: values of inactives mirror those of a sister screen read the other way
# RAM network inh – inhibitors of the yeast RAM network. S. cerevisiae dse1pr::URA3 reporter, 5-FOA growth OD615, 2 d; analog-sensitive cbk1-as2 kinase mutant strain. inhibition, % at 50 µM. actives 1.8% (n = 190,000);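 active means inhibition above a set limit, 3 SD over mean compound inhibition, cut at about 8.4% in these data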;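 further: 0% = DMSO-only wells with no growth and 100% = 10 µM 1-NA-PP1 full growth; inhibition rescues growth on 5-FOA so higher OD means more RAM inhibition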
# STAT1 activator – increases IFN-gamma driven STAT1 reporter signal. AID 932. activation (% of control), % at 5.5 µM. NIH 3T3 STAT1-luciferase reporter, luminescence; 100% = IFN-gamma alone, no compound. actives 2.6% (n = 200,000);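 active means activation above the screen-wide mean activation plus 3 SD, cut at about 130% in these data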;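 further: raw ratio to IFN-gamma control signal so 100% means no change and 0% no light; values of inactives mirror those of a sister screen read the other way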
# * marks the source's active call; other numbers are inactive results; nt = not tested or not shown. Compounds were not picked by outcome (roughly 7.7% active in at least one column).
SMILES,STAT3 act,FLuc inhib CS,NF-kB expr up,STAT1 inh,Hsp70 act,STAT3 blocker,APP 5'UTR act,APP 5UTR inh,RAM network inh,STAT1 activator
CC(C)(C)OC(=O)NCCCCCc1nnc(SCC(=O)Nc2cccc(Cl)c2)o1,88,-4,1,2,-0.3,18,-6,6,7.2,98
CCOC(=O)c1oc2c(CN3CCN(CCO)CC3)c(O)c(CC)cc2c(=O)c1-c1nc2ccccc2s1,104,-2,0.97,-5,0.1,7,-9,9,-0.4,104
COc1ccc(-c2cn(-c3ccc(SC(F)F)cc3)c3[n+]2CCC3)cc1OC,104,-6,0.95,6,-0.4,-1,-8,8,0.5,95
COC(=O)CC1COc2ccccc2N1C(=O)c1ccc(OC)cc1 (stereo unspecified),102,-8,0.96,5,-0.5,8,5,-5,0.0,96
O=C(Nc1ccc(N2CCOCC2)c(Cl)c1)c1ccc([N+](=O)[O-])o1,101,11,1.1,-32,0.5,4,-95,95*,5.2,129*
Fc1ccccc1N1CCN(C(c2ccncc2)c2nnnn2C2CCCC2)CC1 (stereo unspecified),106,-6,0.93,3,0.3,-3,2,-2,-1.0,99
COC(=O)c1nc2n(n1)C(c1cccc(Cl)c1)C1=C(CCCC1=O)N2 (stereo unspecified),99,-7,1.1,-5,-0.1,10,27,-27,0.9,104
COc1cccc(CNC(=O)CCl)c1,106,4,1.2,-11,-0.1,-4,-6,6,1.0,110
CCN(CC)C(=O)CSc1nnc(COc2ccc(OC)cc2)n1N,100,-5,1.1,1,-0.1,5,-2,2,0.7,98
Cc1ccc(CN2CCN(CC(=O)NC(C)CCc3ccccc3)C2=O)cc1 (stereo unspecified),89,-3,0.93,1,-0.2,21,2,-2,1.6,99
COC(=O)c1ccccc1NC(=O)CNc1cc(OC)c(OC)cc1C,58,-1,0.96,24,-0.4,51*,-1,1,1.5,78
Cc1ccsc1/C=N/NC(=O)CN1CCN(S(=O)(=O)c2ccc(Br)cc2)CC1,108,-6,1,2,-0.1,-11,12,-12,1.0,98
O=S1(=O)CCC(NS(=O)(=O)/C=C/c2ccccc2)C1 (stereo unspecified),96,-6,0.9,3,-0.2,9,15,-15,1.3,97
O=C(NCCN1C(=O)S/C(=C\c2ccccc2)C1=O)C1CCN(S(=O)(=O)c2cccs2)CC1,101,4,1.1,4,-0.5,0,0,0,4.1,96
O=C(COC(=O)c1ccccc1C(=O)c1ccccc1)NCc1ccc(F)cc1,110,-6,1.1,1,-0.3,-2,3,-3,1.9,97
CCC(=O)Nc1nnc(SCCN2CCOCC2)s1,100,-4,1.3,9,-0.1,-2,-13,13,0.9,92
COc1ccc2nc3oc(C(=O)N4CCC(C(N)=O)CC4)cc3cc2c1,104,-1,1.4,-13,0.3,1,2,-2,0.4,112
CCc1cc(OCCCSc2nc(C)cc(=O)[nH]2)ccc1Cl,76,1,2,-4,-0.2,34,19,-19,2.3,104
O=c1[nH]c(CN2CCN(c3ccc(O)cc3)CC2)nc2scc(-c3ccc(Cl)cc3)c12,90,-4,0.8,7,-0.1,14,-61,62*,0.4,94
CCSc1nnc(NC(=O)CSc2nc3c(c(=O)n2-c2ccccc2OC)SCC3)s1,99,0,1.3,4,-0.2,5,25,-25,1.1,96
Cc1cc(C)n2ncc(C(=O)O)c2n1,99,-5,0.97,-2,-0.2,4,14,-14,1.0,100
CCOc1ccc(C(C)=O)cc1CN1C(=O)C(=O)N(CC)C1=O,107,-11,1.2,-1,-0.2,-9,9,-9,1.9,101
NC(=S)N/N=C/c1ccccc1[N+](=O)[O-],94,1,0.99,-9,0.0,12,21,-21,2.9,106
CC1CCc2onc(C(=O)NCc3ccco3)c2C1 (stereo unspecified),89,1,1.4,-19,-0.1,15,18,-18,1.6,116
CCOCCCn1c(SCc2nc3ccccc3s2)nc2ccccc2c1=O,125,7,0.93,-20,-0.3,-28,29,-29,7.5,118
Fc1ccc(C2NC(=S)NC3=C2N2CCC3CC2)cc1 (stereo unspecified),97,0,1.2,1,-0.2,8,-1,1,4.3,99
CSc1ncccc1C(=O)OCC(=O)c1cccs1,98,10,1.2,-5,0.0,5,-15,15,1.0,104
CCOP(=O)(OCC)C(Nc1ccccn1)c1ccccc1 (stereo unspecified),97,-2,1.1,10,-0.3,6,-16,16,1.6,91
O=C(CSc1ncn[nH]1)NCCCc1ccccc1,103,-7,0.93,0,-0.2,2,-6,6,1.1,100
CN(C)c1ccc(/C=C2\SC(=S)N(Nc3ncc(C(F)(F)F)cc3Cl)C2=O)cc1,116,2,0.89,-6,0.1,-17,13,-13,7.8,105
CSC(=S)NCc1cccnc1,100,-6,3.2,14,-0.1,4,32,-32,0.2,87
COc1cc(C(=O)N2CCN(C(=O)COc3ccc4ccccc4c3)CC2)cc(OC)c1OC,115,32,0.94,3,-0.3,-8,1,-1,2.1,98
Cc1cccc(C(=O)N2CCC(=O)N(C(COCc3ccccc3)Cc3ccccc3)CC2)c1 (stereo unspecified),103,-5,0.72,4,-0.1,-7,-2,2,0.0,96
COc1nc(Nc2ccc3c(c2)OCO3)nc(OC)n1,nt,1,1.2,nt,nt,nt,-6,6,3.0,nt
CCCc1ccc(OCc2ccc(C(=O)N/N=C/c3cccc([N+](=O)[O-])c3)o2)c(OC)c1,102,-5,1.5,-8,-0.2,2,16,-16,2.0,107
COCCCNC(=O)C(=O)C1C(=O)Nc2ccccc21 (stereo unspecified),107,-8,0.91,0,0.3,-9,-12,12,-0.1,100
COc1cccc(N2CCN(C(=O)CSc3ccc(F)cc3)CC2)c1,105,-2,1.9,-4,-0.3,-3,-31,31,1.5,103
Cn1c(C(=O)NCCC2=CCCCC2)cc2c(=O)n3ccccc3nc21,91,0,1.6,-8,-0.1,14,7,-7,2.8,107
CCOc1ccc(S(=O)(=O)NCC(=O)N(C)Cc2cccnc2)cc1,105,-3,1.1,-3,-0.4,-4,2,-2,0.9,106
CN(C)C(=O)c1noc2cc([N+](=O)[O-])ccc12,102,-5,0.99,1,-0.1,3,4,-4,1.1,99

# As a working copy, 6 of the compounds above.
SMILES,STAT3 act,FLuc inhib CS,NF-kB expr up,STAT1 inh,Hsp70 act,STAT3 blocker,APP 5'UTR act,APP 5UTR inh,RAM network inh,STAT1 activator
CCOP(=O)(OCC)C(Nc1ccccn1)c1ccccc1 (stereo unspecified),97,-2,1.1,10,-0.3,6,-16,16,1.6,91
O=C(CSc1ncn[nH]1)NCCCc1ccccc1,103,-7,0.93,0,-0.2,2,-6,6,1.1,100
CN(C)c1ccc(/C=C2\SC(=S)N(Nc3ncc(C(F)(F)F)cc3Cl)C2=O)cc1,116,2,0.89,-6,0.1,-17,13,-13,7.8,105
CSC(=S)NCc1cccnc1,100,-6,3.2,14,-0.1,4,32,-32,0.2,87
COc1cc(C(=O)N2CCN(C(=O)COc3ccc4ccccc4c3)CC2)cc(OC)c1OC,115,32,0.94,3,-0.3,-8,1,-1,2.1,98
Cc1cccc(C(=O)N2CCC(=O)N(C(COCc3ccccc3)Cc3ccccc3)CC2)c1 (stereo unspecified),103,-5,0.72,4,-0.1,-7,-2,2,0.0,96

# Remaining list, next part:
SMILES,STAT3 act,FLuc inhib CS,NF-kB expr up,STAT1 inh,Hsp70 act,STAT3 blocker,APP 5'UTR act,APP 5UTR inh,RAM network inh,STAT1 activator
O=C(NCCOc1ccccc1Cl)C(=O)Nc1ccccc1,106,-4,1.2,-9,-0.3,-3,0,0,4.2,108
CCN(CC)C(=O)c1cc2c(=O)n3cccc(C)c3nc2n1C,97,-5,0.66,-6,0.0,8,-5,5,1.5,105
O=c1c2nccnc2[nH]c(=S)n1Cc1ccccc1,95,0,1.1,-6,-0.2,14,13,-13,2.2,104
CCc1ccc(C(=O)COC(=O)c2ccc(Cl)nc2)cc1,102,24,1.3,-16,0.0,0,62,-62,2.4,114
Cc1nnc(NC(=O)c2cc3n(n2)C(C(F)(F)F)CC(C2CC2)N3)s1 (stereo unspecified),102,-7,1.2,-1,0.0,2,20,-20,1.5,101
CCCC(=O)Nc1ccc(NC(=S)NC(=O)c2ccccc2[N+](=O)[O-])cc1,102,-6,1,-1,-0.3,-4,19,-19,1.0,101
Cn1c(CO)cnc1SCc1ccc(F)cc1,101,0,1.1,-16,-0.2,5,26,-26,2.2,113
O=C1NC(=O)/C(=C\c2ccc(N3CCOCC3)o2)N1,96,-2,1.2,3,-0.3,8,3,-3,0.6,97
Cn1c(=Nc2ccccc2)sc2ccccc21,103,-2,1.5,-9,-0.3,3,17,-18,1.8,109
O=C(Nc1ccccc1Cl)c1ccc(S(=O)(=O)N2CCOCC2)cc1,96,1,1.1,3,-0.2,13,nt,nt,1.1,98
COc1ccc(CC(=O)Nc2nnc(C)s2)cc1,99,-4,1,-7,-0.1,1,-7,7,0.7,108
Cc1ccc(C(=O)N2CCN(c3ccc(NC(=O)CSc4ccc(Cl)cc4)cc3)CC2)cc1,100,-8,1.1,-3,-0.5,-2,2,-2,2.5,105

# Full records from above. Order of values: STAT3 act, FLuc inhib CS, NF-kB expr up, STAT1 inh, Hsp70 act, STAT3 blocker, APP 5'UTR act, APP 5UTR inh, RAM network inh, STAT1 activator
# O=C1NC(=O)/C(=C\c2ccc(N3CCOCC3)o2)N1 as listed: 96, -2, 1.2, 3, -0.3, 8, 3, -3, 0.6, 97
# CCc1ccc(C(=O)COC(=O)c2ccc(Cl)nc2)cc1 as listed: 102, 24, 1.3, -16, 0.0, 0, 62, -62, 2.4, 114
